# Assay outcomes as filed in PubChem.
# NPYLR7 agonist – agonists of mosquito NPYLR7 receptor, primary screen, cell-based, Aedes aegypti, calcium fluorescence, mosquito biting behavior. Aedes aegypti neuropeptide Y-like receptor 7 (NPYLR7). HEK293T NPYLR7/Galpha15, GCaMP6s calcium fluorescence. activation, % at 10 µM. hit rate 0.15% among 270,000; in the data active = activation above about 40%;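 note: 0% = vehicle and 100% = reference agonist at the receptor; some compounds past the cut are filed as inactive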
# hcGAS lum – Primary biochemical luminescence assay for human cyclic GMP-AMP synthase inhibitors | Q8N884 | recombinant h-cGAS, ATP depletion, Kinase-Glo luminescence | inhibition, % at 12.5 µM | hit rate 0.081% among 290,000 | AID 1259398, 2018;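 note: 0% = vehicle reaction and 100% = reaction without DNA for no activity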
# Target sequence (Q8N884 whole entry, looked up): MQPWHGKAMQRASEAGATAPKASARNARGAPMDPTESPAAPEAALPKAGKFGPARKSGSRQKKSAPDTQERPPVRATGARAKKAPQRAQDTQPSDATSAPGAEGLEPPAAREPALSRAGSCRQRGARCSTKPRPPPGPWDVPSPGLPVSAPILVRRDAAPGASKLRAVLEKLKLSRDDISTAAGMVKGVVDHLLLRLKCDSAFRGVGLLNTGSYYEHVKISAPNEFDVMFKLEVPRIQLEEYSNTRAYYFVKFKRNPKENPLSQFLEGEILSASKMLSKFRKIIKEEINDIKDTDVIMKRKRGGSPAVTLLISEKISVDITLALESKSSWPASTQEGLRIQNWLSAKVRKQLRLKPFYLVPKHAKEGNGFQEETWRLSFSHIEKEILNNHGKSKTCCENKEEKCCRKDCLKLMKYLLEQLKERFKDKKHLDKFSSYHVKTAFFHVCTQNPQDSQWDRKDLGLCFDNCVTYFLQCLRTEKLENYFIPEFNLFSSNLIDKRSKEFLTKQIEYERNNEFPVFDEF
# mcGAS lum – cyclic GMP-AMP synthase inhibitors, mouse, primary biochemical chemiluminescence; hit rate 0.15% among 160,000; Q8C6L5; inhibition, % at 12.5 µM; recombinant cGAS, Kinase-Glo ATP depletion luminescence;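 note: 0% = negative control wells and 100% = reference inhibitor with no enzyme activity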
# The depositor's hits bear a star; . = no result given; & = joins results of further samples. Cut-off read from the data, not from the text of the source, unless noted: active = inhibition above about 40%; inactive = the rest. Random draw from the library; any-hit rate near 0.29%.
compound	NPYLR7 agonist	hcGAS lum	mcGAS lum
C=Cc1cccc(CN(C)Cc2cnn(C)c2C)c1	12	-7	.
N[C@@H](Cc1ccc(O)cc1)C(=O)NCc1cccnc1Oc1ccccc1F	8	-6	-17
Cc1ccc2occ(C3N[C@H](C(=O)O)CS3)c(=O)c2c1 (stereo not given in full)	-9	-5	-2
CCCNC(=O)C(NC(=O)CC(C)C)C1CCN(C(=O)c2cccc(Br)c2)CC1 (stereo not given)	17	-7	-6
CCc1ccc(CN(C)C(=O)c2ccc(-c3ccn[nH]3)cc2)nc1	-2	-2	.
CCn1cc(NC(=O)NCCc2c[nH]c3ccccc23)c2ccccc21	26	20	.
CC(C)n1c(=O)c(C(=O)N2CCC(n3c(=O)[nH]c4ccccc43)CC2)cc2cccnc21	-11	-5	.
O=C(CCC(F)(F)F)NC1CCCN(C2CCCCCC2)C1 (stereo not given)	6	-11	.
Cc1cccc(OCC(=O)ON=C(N)Cc2ccc(Cl)c(Cl)c2)c1C	0	-7	-5
O=C(NCCN1CCCC1)C1(c2ccc(F)cc2)CCOCC1	1	-16	.
O=C(c1ccco1)N1N=C(c2ccco2)CC1c1ccc2nccnc2c1 (stereo not given)	3	-4	-6
CN1CCC(Cn2ccnc2-c2ccccc2C(=O)O)(c2ccccc2)CC1	15	-4	-15
CCOC(=O)c1cnn(Cc2cc(C)no2)c1C(F)F	2	-7	.
COc1ccc(Cc2nc3c(c(N4CCOCC4)n2)CN(C(=O)c2cccc(Br)c2)CC3)cc1	-5	2	0
O=C(c1c(F)cccc1F)N1CCc2ccccc2C1c1ccccc1F (stereo not given)	8	-12	-3
COc1ccc(-c2noc(CSc3nnnn3C3CCCC3)n2)cc1OC	9	-7	.
CCCc1nnc(-c2cc3ccccc3n2CCC(C)C)o1	13	-1	-8
Clc1ccc(OCc2cn3ccccc3n2)cc1	8	-6	.
CSc1ccc(COc2coc(CN3CCCN(C(=O)c4ccc(NC(C)=O)cc4)CC3)cc2=O)cc1	29	-10	-7
CN(Cc1ccccc1F)C(=O)CN1CCN(c2ccccn2)CC1	6	-10	.
O=C(Nc1nc(-c2ccc3c(c2)OCO3)cs1)c1ccccc1	12	-3	-4
O=C(NCc1scnc1-c1ccccc1)c1cn(CCN2CCCCC2)nn1	0	-4	1
Cc1nc2ncc3c(=O)n(C(C)C)ccc3n2n1	0	-7	.
CNCC(=O)NCCc1nc(-c2ccccc2)cs1	-6	-1	0
O=C(c1cccc2c1NCCC2)N1CCOC(C(F)(F)F)C1 (stereo not given)	3	-5	-14
COc1ccc(C(CC(=O)Nc2ccc(F)c(F)c2F)NC(C)=O)cc1 (stereo not given)	2	-3	.
COc1cc(/C=N\Nc2nc(N3CCOCC3)nc(N3CCOCC3)n2)cc(OC)c1O	-15	-3	-4
C=CCNC(=S)NN=C1C=C(C)CC(C)(C)C1	-4	-3	.
CC1C(=O)N(c2ccc(F)cc2F)CCN1C(=O)c1cccc(Br)c1 (stereo not given)	-2	-3	-5
COC(=O)c1ccc(COC(CN2CCN(C(=O)c3ccoc3)CC2)c2cccc(OC)c2)cc1 (stereo not given)	-10	-3	1
Cc1cc(C)c(C(N)=O)cn1	-5	-8	.
CN(Cc1n[nH]c2c1CCCC2)C(=O)c1cn(CC2CCCCC2)nn1	12	-5	.

# Among those listed so far, these contain bromine.
compound	NPYLR7 agonist	hcGAS lum	mcGAS lum
CCCNC(=O)C(NC(=O)CC(C)C)C1CCN(C(=O)c2cccc(Br)c2)CC1 (stereo not given)	17	-7	-6
COc1ccc(Cc2nc3c(c(N4CCOCC4)n2)CN(C(=O)c2cccc(Br)c2)CC3)cc1	-5	2	0
CC1C(=O)N(c2ccc(F)cc2F)CCN1C(=O)c1cccc(Br)c1 (stereo not given)	-2	-3	-5

# Next part:
compound	NPYLR7 agonist	hcGAS lum	mcGAS lum
O=C(Nc1ccc(N2CCCC2)c(F)c1)OCC(F)(F)F	6	-5	.
O=S1(=O)CCC(Cc2nc(CCc3ccccc3)n[nH]2)C1 (stereo not given)	12	-5	.
O=C(NC[C@H]1C[C@H]2C=C[C@H]1C21CC1)C1CCN(Cc2ccco2)CC1	22	1	.
CC1CCc2c(sc(N3CCCC3=O)c2C#N)C1 (stereo not given)	4	-11	-6
O=C(c1cc2n(n1)CCN(C(=O)c1cccc3cnccc13)C2)N1CCCC1	-11	-4	-16
COC(=O)C1=C(C)N(C)C(C)=C(C(=O)OC)C1c1cccc([N+](=O)[O-])c1	-6	-2	-2
O=C(NCCCC(=O)N1CCCc2ccc(F)cc21)c1ccsc1	-5	-12	.
CC(C)Cc1ncc2c(n1)CN(C(=O)CCc1ccc3c(c1)OCO3)C2	4	0	0
CO[C@H]1CN(C(C)C)C[C@@H]1NC1CCN(c2ncnc3nc[nH]c23)CC1	.	-3	-4
O=C(NCCc1c[nH]c2ccccc12)c1cc2nc(-c3ccc(Cl)cc3)cc(C(F)(F)F)n2n1	0	0	-1
COc1ccc(OC)c(NC(=O)Nc2nn(Cc3ccc(COc4ccc5c(c4)OCO5)cc3)c3ccc(C(F)(F)F)cc23)c1	11	-6	-5
COc1ccc(-c2nc3ccccn3c2NC(=O)C2CC2)cc1OC	-9	1	-4
CCc1noc(C(C)N2CC(C)C(N3CCCN(C(C)=O)CC3)C2)n1 (stereo not given)	7	-4	.
CC(=O)c1cc2cc(Br)ccc2o1	0	-4	.
Cc1sc2ncnc(SCC(=O)C(C)(C)C)c2c1C	9	-2	-5
Cc1nc2cc(C(=O)c3ccccc3)ccc2[nH]c1=O	10	0	.
CSc1ccc2cc(CN3C[C@@H](C)O[C@@H](C)C3)c(=O)[nH]c2c1	-4	0	4
COc1ccc(NC(=O)N2CCN(c3nc(C)nc(C)c3Cc3ccccc3Cl)CC2)c(OC)c1	.	-12	-3
COCCCN(CC(=O)N1CCc2sccc2C1COc1ccccc1OC)S(=O)(=O)c1ccc(Cl)cc1 (stereo not given)	-1	-6	-6
COc1ccc(C2=NN(C(C)=O)C(c3ccccc3)C2)cc1 (stereo not given)	-5	-8	-3
CC(C)Oc1nc(-c2ccc(Cl)c(Cl)c2)n(-c2cccc(NC(=O)c3cccc(F)c3)c2)n1	15	-6	-4
Cc1ccc(OCC(=O)NNC(=O)c2ccccc2Cl)cc1	-5	1	-1
Cc1cc(C)n(C2CN(c3ncnc4sc(C)c(C)c34)C2)n1	-8	-2	2
c1ccc(-c2ncc(CN3CCCn4cncc4C3)cn2)nc1	-1	2	.
Cc1nonc1CC(=O)N1CCC(N2CCC(C(=O)NCC3CCCO3)CC2)CC1 (stereo not given)	0	2	1
COC(=O)c1cccnc1N1CCCC(C(=O)c2ccc(SC)cc2)C1 (stereo not given)	2	-6	-8
Cc1cc(C(=O)NCCSc2nnnn2C)c2ccc(F)cc2n1	29	-1	-8
CCn1nnc2c(Nc3ccc(F)c(Cl)c3)ncnc21	7	-6	-8
O=C(NC(c1ccccc1)c1cnccn1)C1CCN(Cc2ccc(Oc3ccccc3)cc2)CC1 (stereo not given)	-1	1	2
O=S(=O)(c1cccc(Br)c1)N(Cc1ccccn1)C1CCSC1 (stereo not given)	5	-11	.
CC(C)CNC(=O)NC(=O)CSc1nc2ccccc2s1	-6	-2	1
O=C(N1CCC(c2nc(-c3ccc(Cl)cc3F)no2)CC1)C1(c2ccc(Cl)cc2)CCCC1	.	-11	-7
Cc1cccc2c1NC1(CCN(C(=O)c3cccc(F)c3)CC1)NC2=O	12	-3	-6
CCCCC(CC)CNC(=O)C1CCC(Cn2c(=O)[nH]c3ccsc3c2=O)CC1 (stereo not given)	-2	3	.
COc1ccc(-c2onc(C)c2C(=O)NCCc2ccc(OC)nc2)cc1	8	-11	-11
CCC1CCCCN1C(=O)Nc1nnc(C(F)(F)F)s1 (stereo not given)	2	-3	.
COc1ccc(-c2c(C)nn3c(Nc4ccc(C)cc4)cc(C)nc23)cc1OC	-1	-6	-8
O=S(=O)(Nc1cc(F)ccc1F)c1ccc(Cl)s1	9	-14	.
Cc1ccc(Cc2nc(N3CCCN(S(=O)(=O)c4ccc([N+](=O)[O-])cc4)CC3)c3c(C)nn(-c4ccccc4)c3n2)cc1	.	-3	-5
COC(=O)c1cc(Br)ccc1OC(=O)c1ccco1	-1	12	.
COc1c(Cl)c(C)c(Cl)c(C)c1Br	8&2	-6&-14	.
Cc1nnc(SCC(=O)NCCn2cc(Cl)cn2)s1	0	-4	-11
CN1CCN(c2ccccc2NC(=O)C2CCCO2)CC1 (stereo not given)	12	-12	-9
Cc1c(C(=O)NCc2ccc(C#N)cc2)sc(=O)n1CCc1ccccc1	17	-2	.
Cc1ccc2nc(C)n(C3CCN(C(=O)C4CC=CCC4)CC3)c2c1 (stereo not given)	11	-2	-6
CCC(CC)n1ncc2c1NC(=O)CC2c1ccc(O)c(C(=O)OC)c1 (stereo not given)	7	-4	-9
Cc1ccc(N=Cc2cccc(C)c2O)c(O)c1	-2	-6	.
CCCN(C)S(=O)(=O)NC(C)c1ccc(OC)c(F)c1 (stereo not given)	-1	-17	.
CC(NC(=O)C1CCC1)c1ccc(-n2ccnc2)cc1 (stereo not given)	5	1	.
CN1CC[C@H](NC(=O)COc2ccccc2)C[C@H](O)C1	4	0	-8
CCCCc1[nH]nc2ccnc(-c3cccc(O)c3)c12	3	-1	-4
COc1ccccc1-c1cccc(C(=O)N2[C@@H]3CC[C@H]2CC(O)C3)c1 (stereo not given in full)	7	-5	.
Cc1cc2nc(CN(C)Cc3nc(-c4cccc(Cl)c4)no3)[nH]c2cc1C	-6	7	.
Cn1c(C(=O)NCCn2ccnc2)cc(Cl)c1Cl	2	-3	.
COc1cccc2cc(C(=O)N3CCN(C)CC3)c(=O)oc12	0	2	.
CCCC(=O)OCC(=O)Nc1ccc(C)c(S(=O)(=O)N2CCCCC2)c1	-1	-7	-10

# Complete entries from above. Order of values: NPYLR7 agonist	hcGAS lum	mcGAS lum
# CCCC(=O)OCC(=O)Nc1ccc(C)c(S(=O)(=O)N2CCCCC2)c1 reads -1	-7	-10
# COc1ccccc1-c1cccc(C(=O)N2[C@@H]3CC[C@H]2CC(O)C3)c1 (stereo not given in full) reads 7	-5	.

# Carrying on:
compound	NPYLR7 agonist	hcGAS lum	mcGAS lum
CCOC(=O)c1cc(C)[nH]c1C	18	-4	-8
COc1ccc(NC(=O)N(Cc2cccc(OS(=O)(=O)c3cccc(C(F)(F)F)c3)c2)Cc2ccco2)cc1	-1	-11	-3
COc1ccc(C(=O)Nc2cccc(-n3nc(OC)nc3-c3cccc(F)c3)c2)cc1	.	-7	-12
Cc1ccc(-c2cc3c(=O)n(Cc4cccc(C(F)(F)F)c4)ccn3n2)cc1C	0	-5	-8
Fc1ccccc1Nc1nc(NCC2CCCO2)c2ccccc2n1 (stereo not given)	6	8	2
COCC(=O)Nc1ccc(N2CCN(C(=O)c3cccnc3Cl)CC2)nc1	-2	-8	-8
COc1cccc(NC(=O)c2cc3ccccc3oc2=O)c1	0	-8	-6
C=CCn1c(SCC(=O)Nc2ccc(Br)cc2)nc2sc3c(c2c1=O)CCC3	-7	3	0
COc1ccc(Nc2cc(C)nc(NCCNC(=O)c3c(F)cccc3F)n2)cc1	11	-2	.
C=CCC(=O)N(CC=C)Cc1cccc(OC)c1	10	-3	-16
NC(=O)CCOc1nc(-c2ccccc2Cl)no1	2	-5	-7
CCCN(CC(=O)N(CCc1c[nH]c2ccccc12)Cc1ccc(C)cc1)C(=O)c1ccc2c(c1)OCO2	-1	-2	1
COc1ccc(NC(=O)N2CCN(CC(OCc3ccc(C)cc3)c3cccc(OC)c3)CC2)cc1 (stereo not given)	-2	-2	-6
CN(C)CCCn1ccc2c(cnc3nc(-c4cccnc4)nn32)c1=O	6	-10	.
Cc1cc(C)c(S(=O)(=O)N2CCN(C(=O)c3ccc(N4CCCS4(=O)=O)cc3)CC2)c(C)c1	.	1	-4
CSc1nc2c(c(=O)n(C)c(=O)n2C)n1CCC(C)C	.	-5	-7
CCS(=O)(=O)c1cccc(C(=O)N(Cc2ccccn2)c2nc3c(OC)ccc(C)c3s2)c1	-3	-1	-8
CN(c1ccccc1)c1ccccc1NCC(=O)N1CCOCC1	1	-17	.
CCOC(=O)C1CCCCN1CC(=O)N1N=C(c2cc(C)ccc2C)CC1c1cc(OC)ccc1OC (stereo not given)	0	-6	-4
Cc1ccc2nc(NC(=O)CSc3nc(=O)n(CC4CCCO4)c4c3CCC4)sc2c1 (stereo not given)	-4	-9	-7
O=C(Nc1ccc(N2CCN(C(=O)Cc3cccs3)CC2)nn1)c1ccccc1	11	-9	.
Cc1ccc(Cc2nc(N3CCCN(C(=O)NC4CCCCC4)CC3)c3c(C)nn(-c4ccccc4)c3n2)cc1	0	-1	-4
C=CCNC(=S)NN=C1CCC=C1CCCCC	8	-1	-4
CC(C)[C@@H]1CN(C(=O)C2=NNC(=O)CC2)C[C@H]1NC(=O)N(C)C	.	-12	-6
O=C(NCc1cccc(F)c1)c1ccccc1N1CCC(NC(=O)C2CCCC2)CC1	-5	-4	-4
Cn1cc(NC(=O)NC2(c3cccc(Br)c3)CC2)cn1	-5	2	.
